Source: PubChem BioAssay
TMEM16A act = activates or potentiates the mouse TMEM16A chloride channel. Q8BHY3. HEK293 TMEM16A/YFP-H148Q/I152L, iodide quench fluorescence; hits give low values. B-score at 10 µM. hit rate 0.3% among 340,000;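 active = fluorescence-ratio B-score plate-corrected deviation score at least 3 library SD below zero, with starting fluorescence score within 5 deviations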;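 note: channel opened by trigger with iodide after compound preincubation; score built on the fluorescence ratio of max minus min over baseline; more negative score means more quench and so TMEM16A activation or potentiation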
KCNK3 block = human KCNK3 channel inhibition, primary screen; O14649; CHO-KCNK3 thallium flux, FluxOR fluorescence; hits give low values; B-score at 10 µM; hit rate 0.84% among 340,000; AID 602410;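 active = B-score under library mean minus 4 SD, starting fluorescence ratio at most library mean plus 5 SD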;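 note: more negative B-score means stronger inhibition of thallium flux through KCNK3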
Target sequence (O14649 whole entry, looked up): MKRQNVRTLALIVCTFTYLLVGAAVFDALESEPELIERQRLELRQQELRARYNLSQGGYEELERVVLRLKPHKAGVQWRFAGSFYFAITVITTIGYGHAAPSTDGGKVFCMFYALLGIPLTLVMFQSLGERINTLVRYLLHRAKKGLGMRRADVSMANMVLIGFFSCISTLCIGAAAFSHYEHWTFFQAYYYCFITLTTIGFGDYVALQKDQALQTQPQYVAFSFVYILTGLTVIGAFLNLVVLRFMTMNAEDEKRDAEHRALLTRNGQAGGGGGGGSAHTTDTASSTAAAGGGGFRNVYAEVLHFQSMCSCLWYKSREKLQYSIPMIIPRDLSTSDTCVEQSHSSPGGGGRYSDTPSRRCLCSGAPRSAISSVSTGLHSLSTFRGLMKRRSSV
RGS4 block = inhibitors of human RGS4. HEK293 M3R/RGS4 inducible, Fluo-4 calcium flux; hits give high values; triggered by carbachol at its EC20. B-score at 10 µM. P49798. hit rate 0.45% among 310,000. AID 463165;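 active = B-score, a plate-corrected calcium signal, over three deviations above library mean, with baseline fluorescence within five deviations of library mean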;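 note: RGS4 expression induced by doxycycline in cells with stable M3 receptor; B-score is computed from the integrated fluorescence ratio over baseline after carbachol; higher B-score means a larger calcium signal and so more RGS4 inhibition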
Target sequence (P49798 whole entry, looked up): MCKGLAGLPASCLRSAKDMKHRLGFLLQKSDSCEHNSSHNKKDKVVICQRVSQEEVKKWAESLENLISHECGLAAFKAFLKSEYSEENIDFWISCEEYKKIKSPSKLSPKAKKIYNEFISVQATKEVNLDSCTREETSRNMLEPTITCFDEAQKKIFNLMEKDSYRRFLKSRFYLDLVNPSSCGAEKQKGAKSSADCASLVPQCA
KCNQ1 pot = potentiators or activators of human KCNQ1 potassium channel. P51787. CHO-K1 KCNQ1, thallium flux FluxOR fluorescence; hits give high values. B-score at 10 µM. hit rate 0.35% among 310,000;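 active = fluorescence ratio B-score, a plate-corrected score, at least three library SD, with initial intensity B-score within 5 SD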
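Doses: Single concentration per compound, DMSO matched to controls | Test system: KCNQ1-transfected CHO-K1 cells | Timing: 90 min dye loading and 20 min compound exposure, both at room temperature | Measured by: Kinetic FluxOR thallium fluorescence, 10-s 1-Hz baseline, 110-s post-stimulus read | Medium: Assay buffer with matched DMSO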
SKKanGAS inh = blocks kanamycin growth of S. pyogenes SKKanGAS strain. BacTiter-Glo, 6 h. inhibition, % at 7.5 µM. hit rate 1.3% among 300,000. AID 1662;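 active = mean replicate score, as percent of positive control median, at least 50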;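 note: strain carries kanamycin resistance gene driven by streptokinase promoter and grows in 40 µg/ml kanamycin; loss of luminescence reflects streptokinase promoter inhibition or plain growth inhibition; 0% = median of DMSO wells and 100% = positive control at its reference dose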
RGS4 act = RGS4 potentiation or activation; HEK293 M3R/inducible RGS4, carbachol calcium flux Fluo4; hits give low values; B-score at 10 µM; hit rate 0.92% among 310,000; AID 463111;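 active = B-score of the integrated calcium signal more than 4 SD below the library mean, with starting fluorescence not abnormally high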;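 note: negative B-score means reduced calcium response which marks RGS4 activation or potentiation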
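Also added: carbachol at ECmax as muscarinic agonist stimulus; Assay system: HEK293 cells with stable M3R and inducible RGS4; Timing: overnight RGS4 induction, 30 min dye load 37 °C, 20 min compound RT; Measured by: Fluo4-AM (2 µM) calcium-flux fluorescence, kinetic read.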
KCNK9 block = inhibitors of human KCNK9 two-pore domain potassium channel. HEK293 KCNK9, FluxOR thallium flux fluorescence; hits give low values. B-score at 10 µM. hit rate 1.2% among 310,000. AID 488922;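 active = ratio B-score over 3 SD below the library mean, with starting fluorescence within 5 SD of its mean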;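 note: negative B-score means less thallium flux so channel inhibition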
HDAC3 inhib = blocks human histone deacetylase 3; O15379; recombinant HDAC3, fluorogenic peptide/trypsin coupled, fluorescence; inhibition, % at 8.3 µM; hit rate 0.15% among 320,000; AID 2718; in the data active = inhibition above about 26%, passing the limit was not always enough
Target sequence (O15379 whole entry, looked up): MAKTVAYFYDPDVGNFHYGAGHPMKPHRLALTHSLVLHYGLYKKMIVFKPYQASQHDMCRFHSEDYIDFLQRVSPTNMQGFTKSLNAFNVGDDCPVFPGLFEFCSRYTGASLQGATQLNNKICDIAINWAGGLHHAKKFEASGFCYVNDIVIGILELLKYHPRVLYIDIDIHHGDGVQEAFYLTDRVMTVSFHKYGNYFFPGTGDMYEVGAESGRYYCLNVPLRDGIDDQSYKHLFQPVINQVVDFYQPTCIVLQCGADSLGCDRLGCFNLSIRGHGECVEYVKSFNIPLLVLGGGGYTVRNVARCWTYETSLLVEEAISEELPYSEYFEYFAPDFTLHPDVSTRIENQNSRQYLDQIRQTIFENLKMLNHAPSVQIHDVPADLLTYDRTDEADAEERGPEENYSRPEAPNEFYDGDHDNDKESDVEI
hERG protect = compounds protecting human hERG from proarrhythmic drug block; Q12809; CHO-hERG, FluxOR thallium flux, dofetilide IC70 present; activation (rescue from dofetilide block), less the hit threshold, % at 10 µM; hit rate 0.51% among 310,000;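 active = activation above the mean of controls blocked by dofetilide plus 5 SD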;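 note: thallium influx through hERG after potassium depolarization seen as dye fluorescence rise; in these data hits start at about 4.7%; inactives centre near -7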
KCNQ1 block = human KCNQ1 channel inhibition | P51787 | CHO-K1 KCNQ1, FluxOR thallium flux fluorescence; hits give high values | B-score at 10 µM | hit rate 1.3% among 310,000 | AID 2642;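 active = compounds whose thallium flux B-score, printed positive for inhibition, exceeds three library SD while starting fluorescence stays within three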;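 note: channel opened by potassium depolarization with thallium stimulus after 20 min compound exposure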
TMEM16A inh = inhibitors of mouse TMEM16A calcium-activated chloride channel | normalized B-score (activity score, 25-100; higher = stronger inhibition) at 10 µM | Q8BHY3 | HEK293 TMEM16A/YFP iodide influx fluorescence, ionomycin | hit rate 1.2% among 310,000;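 active = ratio plate-corrected score three or more library SD toward inhibition, starting fluorescence score within five deviations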;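 note: score derived from kinetic fluorescence span divided by baseline fluorescence per well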
Starred values were filed as active, the others as inactive; i = inactive; . = no result given.

Every second line gives: TMEM16A act	KCNK3 block	RGS4 block	KCNQ1 pot	SKKanGAS inh	RGS4 act	KCNK9 block	HDAC3 inhib	hERG protect	KCNQ1 block	TMEM16A inh
> COc1ccc(C(=O)OCC(=O)NC2CC2)cc1[N+](=O)[O-]
  i	i	i	i	-2	i	i	-7	-6	i	i
> C/C=C(\C)c1nnc(NC(=O)OCC)s1
  i	i	i	i	8	i	i	-1	-11	i	i
> CC(C)(C)C(=O)Nc1ncc(C(F)(F)F)cc1Cl
  i	i	i	i	-1	i	i	.	-6	i	i
> COc1ccc(NC(=O)CNC(c2ccccc2)c2ccccc2)cc1
  i	i	i	i	-2	i	i	1	-4	i	i
> O=C1CC(c2ccc(S(=O)(=O)Nc3cc(C(F)(F)F)cc(C(F)(F)F)c3)cc2)CN1 (stereo not given)
  i	i	i	i	2	i	i	2	-10	i	i
> CC(C)CCC(CC(C)O)C(=O)NNC(=S)Nc1ccccc1 (stereo not given)
  i	i	i	i	-2	i	i	.	-4	i	i
> O=[N+]([O-])c1ccc(C2CN=C(Nc3ccccc3)S2)cc1 (stereo not given)
  i	i	i	i	17	i	i	6	-5	i	i
> O=C(CN1C(=O)c2ccccc2S1(=O)=O)Nc1ccc(S(=O)(=O)Nc2ncccn2)cc1
  i	i	i	i	12	i	i	.	-7	i	.
> Cc1cc(NC(=O)CCC(=O)N(Cc2ccco2)C2(C(=O)NC3CCCCC3)CCCCC2)no1
  i	i	i	i	15	i	i	-1	-9	i	i
> Cc1ccc(S(C)(=O)=NS(=O)(=O)c2cccc3nsnc23)cc1 (stereo not given)
  i	i	i	i	-1	i	i	-2	-6	i	i
> COc1ccc(-c2nnc(NC(=O)c3ccco3)s2)cc1
  i	i	i	i	5	i	i	-4	-4	i	i
> N#C/C(=C/c1ccc(OCc2ccc(C(=O)O)cc2)cc1)C(=O)Nc1ccccc1
  i	i	i	i	-1	i	i	0	-5	i	i
> Cn1c(=O)oc2cc(S(=O)(=O)NCCC(=O)NCCc3ccccc3)ccc21
  i	i	i	i	-2	i	i	-1	-7	i	i
> COC(=O)c1sc(NC(=S)NC(=O)c2cccc(Br)c2)nc1C
  i	i	i	i	5	i	i	-6	-8	i	i
> CC(C)(C)c1ccc(-c2cn(-c3ccc(Br)cc3)c3[n+]2CCCS3)cc1
  i	i	i	i	10	i	i	.	-31	7*	.
> CC(C)(C)c1ccc(C(=O)N2CCN(CCNC(=O)C(=O)NCc3ccc(Cl)cc3)CC2)cc1
  i	i	i	i	1	i	i	-3	-9	i	i
> CCCOc1ccc(C2=NNC(=O)CC2)cc1
  i	i	i	i	-12	i	i	0	-6	i	i
> O=C(Nc1cccc(Cl)c1)N1CCCC1
  i	i	i	i	4	i	i	-9	-9	i	i
> COc1cc(OC)c(OC)cc1NC(=O)CC1COc2ccccc2O1 (stereo not given)
  i	i	i	i	-13	i	i	5	-10	i	i
> CC(=O)c1cc(-c2ccccc2)n(CCC(=O)NC2CCCCCCC2)c1C
  i	i	i	i	2	i	i	0	-12	i	i
> CSc1nc(SCC(=O)NCc2ccco2)c2c3c(sc2n1)COC(C)(C)C3
  i	i	i	i	-5	i	i	-2	-11	i	i
> CC1CCCN(CCCNC(=O)c2nn(C)c3c2CS(=O)(=O)c2ccccc2-3)C1 (stereo not given)
  i	i	i	i	-7	i	i	1	-4	i	i
> O=C(Nc1cc(Cl)ccc1-n1cncn1)c1ccc(Br)o1
  i	i	i	i	-3	i	i	-8	-13	i	i
> O=C(c1cnn2c(-c3ccccc3)cc(-c3ccccc3)nc12)N1CCN(Cc2ccccc2)CC1
  i	i	i	i	30	i	i	-2	-13	7*	i
> CN(C)CCNC(=O)C(=O)NCC1OCCN1S(=O)(=O)c1ccc2c(c1)OCCO2 (stereo not given)
  i	i	i	i	-3	i	i	3	-7	i	i
> CN(C)CCNC(=O)COc1cccc2c1OC(C)(C)C2
  i	i	i	i	2	i	i	8	2	i	i
> CCOc1ccc(CC(=O)OCn2nnc3ccccc3c2=O)cc1
  i	i	i	i	-9	i	i	-10	-12	i	i
> CCn1cc(/C=N\NC(=O)c2csc3ccccc23)c(C)n1
  i	i	i	i	-1	i	i	7	0	i	i
> CN(C)c1nc(OCCNC(=O)Nc2ccc(Cl)cc2)nc(N(C)C)n1
  i	i	i	i	-8	i	i	-1	-12	i	i
> CS(=O)(=O)NNC(=O)c1sccc1OCc1ncc(C(F)(F)F)cc1Cl
  i	i	i	i	-3	i	i	15	-12	i	i
> c1csc(-n2nc3ccccc3n2)c1
  i	i	i	i	-1	i	i	-5	-2	i	i
> Cc1cc(N=Cc2c(O)n(-c3cccc(C(F)(F)F)c3)c(=O)c3ccccc23)no1
  i	i	i	i	8	i	i	-10	-5	i	i
> C=CCc1cccc(/C=N/NC(=O)CNc2ccccc2OC)c1O
  i	i	i	i	6	i	i	-1	-10	i	i
> COCCn1c(SCc2ccc(F)cc2)nc2ccccc2c1=O
  i	i	i	i	40	i	-15*	10	-8	i	i
> O=C(c1cc(COc2c(F)cccc2F)on1)N1CCc2ccccc2C1
  i	i	i	i	-8	i	i	0	-14	i	i
> Clc1cccc(-c2nc(NCCN3CCOCC3)c3ccccc3n2)c1
  i	i	i	i	-2	i	i	13	-14	i	i
> CCCCCCC(=O)Nc1nc(C)c(-c2csc(Nc3cc(Cl)ccc3C)n2)s1
  i	i	i	i	14	i	i	6	-11	i	i
> COc1ccc(OC)c(NC(=O)COc2coc(CN3CCCc4ccccc43)cc2=O)c1
  i	i	i	i	-1	i	i	14	-11	i	i
> O=C(O)c1ccccc1C(=O)OCCCc1ccncc1
  i	i	i	i	-3	i	i	-2	-4	i	i
> CN(CC(=O)Nc1c(Cl)cccc1Cl)C(=O)CC1Sc2ccccc2NC1=O (stereo not given)
  i	i	i	i	9	i	i	-2	-10	i	i

Grouped by structure: the entries above with a COOH group (2)
Every second line gives: TMEM16A act	KCNK3 block	RGS4 block	KCNQ1 pot	SKKanGAS inh	RGS4 act	KCNK9 block	HDAC3 inhib	hERG protect	KCNQ1 block	TMEM16A inh
> N#C/C(=C/c1ccc(OCc2ccc(C(=O)O)cc2)cc1)C(=O)Nc1ccccc1
  i	i	i	i	-1	i	i	0	-5	i	i
> O=C(O)c1ccccc1C(=O)OCCCc1ccncc1
  i	i	i	i	-3	i	i	-2	-4	i	i

New compounds follow
Every second line gives: TMEM16A act	KCNK3 block	RGS4 block	KCNQ1 pot	SKKanGAS inh	RGS4 act	KCNK9 block	HDAC3 inhib	hERG protect	KCNQ1 block	TMEM16A inh
> O=C(NCC1CCCO1)/C(=C\c1ccco1)NC(=O)c1ccc(Cl)cc1 (stereo not given)
  i	i	i	i	-1	i	i	0	-22	i	i
> O=C(NC1CCCCCCC1)c1cccs1
  i	i	i	i	-2	i	i	0	-6	i	i
> CCOC(=O)c1c(-n2c(C)cc(C=O)c2C)sc2c1CCCC2
  i	i	i	i	0	i	i	-8	-19	i	i
> CCCCOc1ccc(C(=O)NCC(=O)NC2CCC(C)CC2)cc1 (stereo not given)
  i	i	i	i	9	i	i	.	-10	i	i
> CCOC(=O)C1(Cc2ccc(OC)cc2)CCN(C(=O)c2cc3ccccc3[nH]2)CC1
  i	i	i	i	15	i	i	-1	-6	i	i
> CCNC(=O)CCS(=O)(=O)c1ccc2ccccc2c1
  i	i	i	i	3	i	i	3	-5	i	i
> CCCc1nc2ccccc2c(C(=O)OCC(=O)NCc2ccco2)c1CC
  i	i	i	i	3	i	i	4	-28	i	i
> N#Cc1c2n(c(=S)n(-c3ccc(OC(F)F)cc3)c1=O)CCCCC2
  i	i	i	i	-2	i	i	-1	-14	i	i
> Cn1c(SCC2CCCO2)nnc1-c1cccc([N+](=O)[O-])c1 (stereo not given)
  i	i	i	i	0	i	i	0	-3	i	i
> O=C(O)CCC(=O)NN1C(=O)c2ccccc2NC1c1ccc(F)cc1 (stereo not given)
  i	i	i	i	0	i	i	-34	-6	i	i
> CCOC(=O)N1CCC(NS(=O)(=O)c2cc3c(cc2Cl)NC(=O)CO3)CC1
  i	i	i	i	1	i	i	2	-4	i	i
> CCC(=O)c1ccc(OCC(=O)Nc2nn3cnnc3s2)cc1
  i	i	i	i	0	i	i	2	-2	i	i
> Cc1noc(C)c1C(=O)N1CCCC(N2CCN(c3cccc(C(F)(F)F)c3)CC2)C1 (stereo not given)
  i	i	i	i	-8	i	i	4	-5	i	i
> CN(C)S(=O)(=O)c1cccc(NC(=O)COC(=O)COc2ccc(Br)cc2)c1
  i	i	i	i	-16	i	i	.	-14	i	i
> COc1cc(/C=C/c2nc3ccccc3s2)cc(OC)c1O
  -6.9*	i	i	i	0	i	i	5	-17	i	i
> COC(=O)c1ccc(NC(=O)CN2C(=O)CCC2=O)cc1
  i	i	i	i	-3	i	i	2	-7	i	i
> Cc1ccc(C(=O)COC(=O)C(C)N2C(=O)C3C4C=CC(C4)C3C2=O)cc1 (stereo not given)
  i	i	i	i	-2	i	i	11	-6	i	i
> CC(=O)c1ccc(Cc2ccccc2)cc1
  i	i	i	i	11	i	i	1	-9	i	i
> COc1ccc(C(=O)Oc2c(CN3CCOCC3)cc(Cl)c3cccnc23)cc1
  i	i	i	i	-14	i	i	12	-9	i	i
> CCO[C@@H]1OC(C(=O)N2CCN(C)CC2)=C[C@H](C(C)(C)C)[C@H]1CCCO
  .	.	i	i	6	i	i	-1	-6	i	i
> O=C(NNS(=O)(=O)c1ccccc1[N+](=O)[O-])c1cccc([N+](=O)[O-])c1
  i	i	i	i	-6	i	i	-3	-2	i	i
> CC1CCCC(NC(=O)c2ccncc2)C1C (stereo not given)
  i	i	i	i	3	i	i	1	-14	i	i
> Cc1ccc(C(=O)N2CCn3c(C)ccc3C2C)cc1 (stereo not given)
  i	i	i	i	5	i	i	3	-14	i	i
> COc1ccc(/C=C2/SC(=S)N(CCC(=O)N3CCN(C)CC3)C2=O)cc1
  i	i	i	i	3	i	i	-2	-7	i	i
> Cc1ccc(S(=O)(=O)N2CCOCC2)cc1C(=O)N1CCN(S(=O)(=O)c2cccs2)CC1
  i	i	i	i	0	i	i	3	-18	i	i
